# 5HT1a ag – activates the human 5-HT1a serotonin receptor. hit rate 0.56% among 65,000. AID 567. CHO 5-HT1a Ga15 NFAT-bla reporter, FRET ratio; 0% basal, 100% maximal reference agonist. activation, % at 10 µM. P08908;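 active = activation above the screen-wide mean activation plus 3 SD, cut at about 19% in these data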;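 also: 0% = DMSO wells and 100% = 5-CT at EC100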
# Her2 expr inh – Her2 kinase expression inhibition. SKBR-3 HER2 protein level, AlphaScreen, 18-24 h; active compounds read low. HER2 level % of control, % at 10 µM. hit rate 0.69% among 65,000. AID 645;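 active = HER2 level under 5% of the carrier-only control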;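 also: 100% = DMSO carrier and 0% = 500 nM PU-H71 HSP90 inhibitor; lower value means stronger loss of Her2 protein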
# Ec RNAP inh – Escherichia coli RNA polymerase inhibition; inhibition, %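 (tested at 10 µM)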; P0A8V2; E. coli RNA polymerase, fluorescence transcription assay; hit rate 0.2% among 62,000; AID 559; in the data active = inhibition above about 20%;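 also: 0% = enzyme without compound and 100% = no enzyme blank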
# Target sequence (P0A8V2 whole entry, looked up): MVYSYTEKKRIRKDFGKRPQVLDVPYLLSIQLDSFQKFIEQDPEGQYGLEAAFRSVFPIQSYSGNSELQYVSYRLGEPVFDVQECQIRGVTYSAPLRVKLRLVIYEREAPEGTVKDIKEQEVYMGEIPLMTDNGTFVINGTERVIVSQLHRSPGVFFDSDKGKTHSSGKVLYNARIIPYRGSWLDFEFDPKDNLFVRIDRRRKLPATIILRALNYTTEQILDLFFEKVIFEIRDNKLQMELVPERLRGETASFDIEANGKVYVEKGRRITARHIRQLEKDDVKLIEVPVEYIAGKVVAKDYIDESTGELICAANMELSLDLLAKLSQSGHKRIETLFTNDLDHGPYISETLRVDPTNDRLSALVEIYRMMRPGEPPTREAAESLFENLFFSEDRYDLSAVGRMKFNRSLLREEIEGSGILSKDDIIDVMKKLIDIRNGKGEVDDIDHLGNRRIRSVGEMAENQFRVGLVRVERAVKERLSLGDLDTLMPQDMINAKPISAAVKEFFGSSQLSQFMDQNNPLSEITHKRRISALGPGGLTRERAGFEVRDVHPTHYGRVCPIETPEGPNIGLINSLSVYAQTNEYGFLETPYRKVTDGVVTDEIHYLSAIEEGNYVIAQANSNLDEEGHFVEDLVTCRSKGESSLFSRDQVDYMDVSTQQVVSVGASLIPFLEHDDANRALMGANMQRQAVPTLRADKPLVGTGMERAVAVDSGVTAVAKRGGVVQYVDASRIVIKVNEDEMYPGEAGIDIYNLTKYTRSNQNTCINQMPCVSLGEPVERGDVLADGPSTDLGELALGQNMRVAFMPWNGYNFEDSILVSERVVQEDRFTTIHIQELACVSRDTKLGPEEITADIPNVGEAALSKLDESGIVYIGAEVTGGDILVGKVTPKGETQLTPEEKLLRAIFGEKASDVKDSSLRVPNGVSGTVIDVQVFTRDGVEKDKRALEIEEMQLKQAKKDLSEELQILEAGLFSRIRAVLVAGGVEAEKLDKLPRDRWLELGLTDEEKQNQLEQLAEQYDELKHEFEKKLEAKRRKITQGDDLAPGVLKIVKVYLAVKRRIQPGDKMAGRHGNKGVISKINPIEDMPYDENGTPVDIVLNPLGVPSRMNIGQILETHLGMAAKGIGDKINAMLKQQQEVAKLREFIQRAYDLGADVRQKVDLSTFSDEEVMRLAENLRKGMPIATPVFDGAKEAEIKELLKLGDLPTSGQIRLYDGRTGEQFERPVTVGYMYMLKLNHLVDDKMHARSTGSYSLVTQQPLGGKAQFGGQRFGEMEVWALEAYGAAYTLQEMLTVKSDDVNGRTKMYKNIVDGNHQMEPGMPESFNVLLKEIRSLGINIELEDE
# D1 allo mod – D1 dopamine receptor (human) allosteric modulation. P21728. HEK293 D1, CRE-luciferase, dopamine EC30 potentiation; actives deviate in either direction. hit rate 5.9% among 58,000. B-score at 10 µM. AID 641;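 active = luminescence count or its row- and column-corrected plate score outside the 99.7% band of the plate's sample wells, on either side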
# M1 ag – M1 muscarinic receptor agonism | hit rate 3% among 64,000 | CHO-M1 cells, Fluo-4 calcium fluorescence, agonist mode; active compounds read high | B-score at 10 µM | AID 626;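 active = fluorescence rise, raw or as B-score row- and column-corrected plate score, outside the 99.7% band of its plate's samples, either direction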
# NADH coupling – inhibitors of enzymes used to reach an NAD/NADH endpoint; coupled PK/LDH NADH assays, four targets; IC50, µM (series often up to 10 µM), without a hit: at the highest dose inhibition; hit rate 0.02% among 65,000;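 active = single-dose screening hits from any of four coupled enzyme assays that gave an IC50 when retested across doses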;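 also: the DPM-DC format reads NADH fluorescence rather than 340 nm absorbance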
# Autofluor 339 – intrinsic fluorescence of library compounds, ex339/em460 – biochemical, MLSMR library, data from DPM-DC assay, artefact control, profiling panel; hit rate 5.5% among 65,000; fluorescence fold increase at 10 µM; compound autofluorescence, ex339/em460 nm, NADH buffer; active compounds read high; 1 = no-compound wells, NADH background;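 active = at 10 µM, mean starting fluorescence two-fold or more over control wells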;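 also: signal is the first read of a kinetic run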
# M1 antag – antagonists of rat M1 muscarinic receptor; P08482; CHO-M1 cells, Fluo-4 calcium, ACh EC80 antagonist mode; active compounds read low; B-score at 10 µM; hit rate 3.4% among 64,000; AID 628;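 active = calcium fluorescence response, raw or row-and-column corrected B-score, differing from the plate sample mean either way at a set confidence level, mostly lower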
# Hsp90 inh – displaces geldanamycin probe from tumor Hsp90. P07900. NCI-N417 lysate Hsp90, Cy3B-geldanamycin FP displacement. inhibition, % at 30 µM. hit rate 0.35% among 64,000. AID 429;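 active = inhibition above 50%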;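 also: 0% = tracer plus lysate wells and 100% = tracer alone without lysate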
# * marks the source's active call; other numbers are inactive results; x = no result given; [ ] = another dose, or the depositor's remark.
no. | SMILES | 5HT1a ag | Her2 expr inh | Ec RNAP inh | D1 allo mod | M1 ag | NADH coupling | Autofluor 339 | M1 antag | Hsp90 inh
1 | COc1cc(C(=S)N(C)C)ccc1O | -0.6 | 99 | 6 | 0.14 | 1.2 | 7% | 1.1 | 0.81 | -4
2 | O=CN1CCN(C(=O)CN2C(=O)c3ccccc3C2=O)CC1 | -2.0 | 137 | 5 | x | 0.032 | 4% | 1 | 0.25 | 4
3 | O=C(CN(Cc1ccco1)C(=O)CCC(=O)Nc1ccccn1)NCCc1ccccc1 | -1.3 | 119 | 6 | -0.47 | 0.77 | 3% | 1.1 | 0.0057 | 3
4 | c1cc(-c2nnc3sc(C4CCCCC4)nn23)ccn1 | 1.8 | 77 | 10 | x | -1.2 | 3% | 1.1 | 0.51 | -2
5 | CC1(C)CC(=O)c2c(O)cc(O)cc2O1 | -2.2 | 126 | 4 | 0.37 | 0.063 | 5% | 0.93 | 0.45 | 0
6 | COc1cccc(-n2nnc3c(=O)n(CC(=O)NCC4CCCO4)cnc32)c1 (centres undefined) | -0.5 | 102 | 7 | 0.73 | -0.2 | 8% | 0.92 | -0.71 | -5
7 | Nc1nc(SCC(=O)N2CCc3ccccc32)[nH]c(=O)c1-c1ccccc1 | -0.7 | 112 | 7 | -0.25 | 2.5 | 6% | 1.1 | -0.85 | 1
8 | CC(C)NC(=O)C(C)n1cccc1C(=O)c1ccccc1 (centres undefined) | -1.9 | 95 | 7 | -1 | 0.13 | 6% | 1.1 | 0.089 | -1
9 | CCOc1ccc2nc(NCCNC(=O)C3CC3)c(C)cc2c1 | -0.1 | 67 | 8 | -3.1 | 1.1 | 7%[fluoresces] | 3.8* | -0.16 | 12
10 | C/C(N)=C(/C#N)C(=O)COC(=O)C(NS(=O)(=O)c1ccc(Cl)cc1)C(C)O (centres undefined) | -2.8 | 119 | 4 | -0.13 | 0.066 | 3% | 1 | 0.24 | -2
11 | C=CCSc1nnc2nc3c(nn12)c1cc(C)ccc1n3CC=C | 1.1 | 120 | 2 | 2.1 | 0.9 | 8% | 1 | -1.5 | 7
12 | CCCn1c(SC2C(=O)CC(C)(C)CC2=O)nc2c1c(=O)n(C)c(=O)n2C | 2.4 | 74 | 8 | -0.83 | 1.7 | 7% | 1.1 | 0.086 | 0
13 | O=c1[nH]nc(Cc2ccccn2)c2ccccc12 | -3.6 | 136 | 5 | 0.28 | 1.1 | 6% | 1.1 | -0.4 | 0
14 | Cn1c(N)c(C(=O)c2cc(-c3ccccn3)nc3ccccc23)c(=O)[nH]c1=O | -4.4 | 84 | 1 | 3 | -0.27 | 10% | 1 | 0.19 | 0
15 | Cc1nc2c(c(=O)n1CC1CCCO1)c1nc3ccccc3nc1n2CCC(C)C (centres undefined) | 1.6 | 102 | 0 | x | -0.023 | 2%[fluoresces] | 2.3* | 1.1 | -1
16 | Cc1cc(C(=O)NCc2ccccc2F)cs1 | -1.4 | 88 | 4 | -0.078 | -0.21 | 4% | 1.1 | -0.0076 | -3
17 | Cc1cccn2c(=O)c3cc(C#N)c(=N)n(CCN4CCOCC4)c3nc12 | 3.2 | 59 | -6 | -1.3 | 0.54 | 6%[fluoresces] | 1.9 | -0.26 | -1
18 | CCCCS(=O)(=O)NC1=NCN(CC)CN1 | x | 85 | x | x | x | 7% | 1.1 | x | 3
19 | CCOC(=O)C1(CC)CC(CSc2nc3ccccc3[nH]2)OC1=O (centres undefined) | -2.5 | 146 | 10 | 0.92 | -0.97 | 11% | 1.1 | 0.95 | 0
20 | COc1ccc(-c2nc(N)ncc2-c2csc(C)n2)c(O)c1 | -2.3 | 107 | 2 | x | 1.2 | 2% | 1.1 | -0.4 | 10

# Later entries:
no. | SMILES | 5HT1a ag | Her2 expr inh | Ec RNAP inh | D1 allo mod | M1 ag | NADH coupling | Autofluor 339 | M1 antag | Hsp90 inh
21 | COc1ccc(NC(=O)c2c(C)oc3c2CCCC3)cc1 | -5.0 | 93 | x | 0.097 | 0.23 | 9% | 1.2 | -0.33 | -3
22 | Cc1cc(C(C)(C)C)cc(S(=O)(=O)NCC(=O)O)c1C | -5.6 | 59 | 3 | -0.13 | -0.45 | 2% | 1.1 | 0.32 | -5
23 | COC(=O)c1c(C)[nH]c(C)c1-c1ccccc1Cl | -2.9 | 73 | 7 | -0.033 | 0.98 | 4% | 1.1 | 0.14 | 2
24 | COc1cc(OC)cc(C(=O)N2CCN(Cc3cccc(F)c3)CC2)c1 | -0.3 | 108 | 10 | -0.069 | 0.34 | 5% | 1 | -0.75 | -4
25 | CC(OC(=O)c1cccs1)C(=O)NCc1ccc2c(c1)OCO2 (centres undefined) | -1.3 | 135 | 5 | x | 0.009 | 0% | 1.1 | -0.77 | 1
26 | CCOC(=O)Cc1nnc(NC(=O)COc2ccc(C)cc2)s1 | -2.5 | 109 | 8 | x | -0.042 | 6% | 1.1 | 0.61 | -3
27 | CCN(CC)C(=O)COc1ccc(-c2ccccc2)cc1 | -1.5 | 111 | 8 | -1.2 | -0.45 | 1% | 1.1 | -0.84 | -2
28 | CCCC(=O)c1c(NC)cc(C)oc1=O | 2.4 | 104 | 11 | 0.19 | 0.037 | 5% | 1.1 | 0.065 | -4
29 | COc1cc(C)c(S(=O)(=O)NC2CC(C)(C)NC(C)(C)C2)cc1C | 0.7 | 79 | 2 | 0.66 | -0.1 | 0% | 1 | 0.42 | 0
30 | Cc1ccc(OC(=O)CCC(=O)OCCCC(F)(F)C(F)(F)F)cc1 | -1.3 | 94 | 7 | x | 0.29 | 2% | 1 | 0.052 | -2
31 | CCC(c1nnc(SCc2nc3ccccc3s2)n1Cc1ccccc1)N(C)C (centres undefined) | -2.6 | 115 | 9 | -0.44 | 0.34 | 7% | 1 | 0.33 | -7
32 | N#Cc1cc2cc3c(cc2nc1N1CCCCC1)OCCO3 | -0.5 | 90 | 4 | -0.046 | -3.4 | 11% | 3* | 0.47 | -15
33 | O=C(Nc1ccc(Oc2ccccc2)cc1)c1ccco1 | -3.0 | 80 | 16 | -1.7 | -0.057 | 4% | 1.1 | -0.22 | 3
34 | CCN(CC)S(=O)(=O)c1cccc(-c2nnc(SCc3nnc(-c4cccs4)o3)n2N)c1 | 1.7 | 116 | 1 | -0.29 | 0 | 7% | 1.1 | -0.36 | x
35 | Cc1cc(N)c(-n2cc3c(=O)n(C)c(=O)n(C)c3c2)cc1C | -3.1 | 90 | -1 | 0.035 | -0.44 | 10% | 2.7* | -0.23 | -6
36 | CC(C)c1cc(C(=O)Nc2sc3c(c2C#N)CCC3)no1 | -2.1 | 89 | -5 | -0.43 | -0.95 | 4% | 1.1 | 0.092 | -1
37 | COc1ccc(-n2nnc3c(=O)n(Cc4cccc(C)c4)cnc32)cc1 | -1.6 | 104 | 7 | x | -0.052 | 7% | 1.1 | -0.073 | -1
38 | CCOC(=O)NC(=O)CSc1nc2ccc(OCC)cc2[nH]1 | -1.4 | 59 | 0 | -1.5 | 0.74 | 4% | 1.1 | -0.15 | -3
39 | O=C1C(=O)N(CCCn2ccnc2)C(c2cccnc2)/C1=C(/O)c1ccc(Br)cc1 (centres undefined) | -3.0 | 69 | 4 | -0.64 | -0.1 | 4% | 1.1 | 0.072 | x
40 | CCCn1nc(NC(=O)c2cccs2)c2cc3cc(OC)ccc3nc21 | 6.3 | 22 | 1 | 0.18 | 3.6* | 4%[fluoresces] | 2* | -1.4 | -19

# Going on with the list.
# Second line of a record: 5HT1a ag, Her2 expr inh, Ec RNAP inh, D1 allo mod, M1 ag, NADH coupling, Autofluor 339, M1 antag, Hsp90 inh
41	CC1CCCC(C)N1C(=O)CSc1nnc(NC(=O)c2cccs2)s1 (centres undefined)
 : -3.5, 64, 4, 0.066, -1.1, 11%, 1, -0.32, -1
42	O=C(NCCC1=CCCCC1)NC1CCCCC1
 : 2.0, 91, 2, -2.4, 0.032, 7%, 1.1, -0.6, -5
43	CCOC(=O)c1nc(S(C)(=O)=O)ncc1N1CCOCC1
 : -2.2, 62, 5, 1, -0.012, 7%, 0.99, 0.93, -4
44	CN1CCN(C2CCCCCC2)CC1
 : x, 106, 1, -0.27, x, 4%, 1.1, x, x
45	Cc1cc(C)n2nc(CC(=O)NC3CCCCCC3)nc2n1
 : 0.3, 115, 4, -1.1, 0.47, 8%, 1, -0.093, -2
46	COc1cc(-c2nc(S(=O)(=O)c3ccc(C)cc3)c(N3CCOCC3)o2)cc(OC)c1OC
 : -3.0, 153, 1, 5.4*, 0.43, 21%, 1.4, -13*, 2
47	CC1(C)Cc2c(c(N3CCOCC3)nc3sc(C(=O)N4CCCCC4)c(N)c23)CO1
 : 3.3, 99, 8, 0.44, 0.71, 4%[fluoresces], 2.1*, 0.24, -5
48	CCOc1ccc(CCNC(=O)CN2CCN(Cc3ccccc3C)C2=O)cc1OCC
 : 47*, 76, -1, 0.7, -0.55, 5%, 1.1, -0.076, -1
49	O=C(Cn1c(CN2CCCCC2)nc2ccccc2c1=O)NCc1ccco1
 : -1.7, 105, x, -0.91, 0.071, 9%, 1.1, 0.1, -14
50	Cc1cccc(CSC2=NCCN2C(=O)c2ccc(Br)o2)c1
 : -3.3, 83, 10, 0.25, 0.38, 6%, 1.1, -0.063, -2
51	CCOc1cc(/C=C(/C#N)c2ccc(F)cc2)ccc1OCc1ccc(C(=O)O)o1
 : 2.5, 81, 15, -1, 0.63, 3%, 1.1, 1.1, -9
52	CCc1nccn1S(=O)(=O)c1ccc(C)c(C)c1
 : -2.9, 81, 9, 0.0063, -1.4, 4%, 1, -0.048, -3
53	C=CCSC1=C(C#N)C2(CCCCC2)C(C#N)C(=O)N1 (centres undefined)
 : -1.1, 86, 5, 0.11, 1.4, 4%, 1.1, -0.11, -1
54	COc1cc(C(=O)NCc2nnc(SCC(=O)N3CCC(C)CC3)o2)cc(OC)c1OC
 : -4.4, 94, -1, -0.19, -0.16, 6%, 1.1, 0.18, -5
55	COc1cccc(NC(=O)C(C)Oc2ccccc2)c1 (centres undefined)
 : -0.1, 88, -3, 1.9, 0.29, 3%, 1.1, 0.41, 86*
56	CN1CCN(Cc2nc3c(c(=O)n(C)c(=O)n3C)n2Cc2cccc3ccccc23)CC1
 : 0.7, 93, x, -0.029, 0.37, 4%, 1.1, 0.052, -4
57	CCn1c(CNc2ccc(C)cc2)nnc1SCC(=O)NCc1ccccc1
 : -1.5, 96, 1, 0.018, 0.28, 1%, 1.1, 0.0041, -6
58	CCOC1CCCCC1NS(=O)(=O)c1ccc(Cl)cc1 (centres undefined)
 : -4.3, 120, -5, -0.065, 0.19, 2%, 1.1, -0.4, 1
59	CCOC(=O)Cc1csc(NS(=O)(=O)Cc2ccccc2)n1
 : -0.2, 94, x, -0.0044, -0.25, 5%, 1.1, 2.6*, -13
60	CCCc1cc(C(=O)Nc2ccccc2SC)no1
 : -0.6, 72, 3, 0.78, 0.25, 1%, 1, 0.41, -3
61	CN1CCN(c2cc(=O)n(-c3ccc(Cl)cc3)c(=O)[nH]2)CC1
 : -2.3, 95, 7, -0.13, -0.1, 2%, 1.1, -1.3, -2
62	CNC(=O)OC(C)CNS(=O)(=O)c1ccc(C)cc1 (centres undefined)
 : -1.0, 95, 11, x, 0.11, 3%, 1, -0.57, -2
63	Cc1ccc(S(=O)(=O)NCCCNC(=O)c2ccccc2)cc1
 : -0.3, 94, 2, 1.6, -0.095, 8%, 1.1, 0.16, -2
64	C=CCOn1c(=O)c(-c2ccc(OC)cc2)[n+]([O-])c2ccccc21
 : -2.8, 118, 6, x, 0.11, 4%, 1.1, -0.032, -3
65	COc1ccc(OC)c(C2N(c3cc(C)on3)C(=O)C3CCCN32)c1 (centres undefined)
 : -3.3, 83, 9, 0.16, 0.0011, 5%, 1.2, 0.13, -2
66	COc1ccc(-n2c(Cc3cccn3C)nnc2SCC(=O)Nc2ccc(C(C)=O)cc2)cc1
 : 0.2, 103, 7, -0.028, -0.33, 2%, 1.1, 1.5, -2

# Source: PubChem
